# High-throughput results from PubChem BioAssay.
# ERp5 block: inhibitors of human ERp5; ERp5 insulin aggregation, absorbance 650 nm, 90 min; AID 651711; Q15084; 0.05% of 350,000 active; inhibition, % at 9.99 µM;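 active = mean replicate inhibition above about 25%, with every replicate also reaching it, limit read from the data, passing the limit was not always enough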
# Target sequence (Q15084 whole entry, looked up): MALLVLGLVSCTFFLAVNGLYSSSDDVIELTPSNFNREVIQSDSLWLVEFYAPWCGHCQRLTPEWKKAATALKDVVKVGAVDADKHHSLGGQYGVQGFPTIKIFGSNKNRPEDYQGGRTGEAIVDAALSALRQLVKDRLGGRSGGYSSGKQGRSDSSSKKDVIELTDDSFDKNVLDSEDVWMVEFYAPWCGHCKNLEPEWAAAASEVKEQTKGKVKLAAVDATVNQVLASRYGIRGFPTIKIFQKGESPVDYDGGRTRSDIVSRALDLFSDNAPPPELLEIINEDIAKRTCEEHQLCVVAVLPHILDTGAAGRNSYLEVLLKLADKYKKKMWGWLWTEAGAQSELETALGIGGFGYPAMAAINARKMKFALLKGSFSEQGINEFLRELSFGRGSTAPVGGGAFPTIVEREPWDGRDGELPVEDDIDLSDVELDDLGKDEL
# ARNT TACC3 PPI: ARNT/TACC3 interaction disruption | AlphaScreen His-ARNT PAS-B/GST-TACC3 binding, luminescence; TACC3 fragment carries E629A point mutation | Q9Y6A5 | AID 623870 | inhibition, % at 9.99 µM | 0.66% of 390,000 active;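 active = mean inhibition of replicates at least 50% and at least half of replicates each reaching 50%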;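 note: 0% = complete ARNT plus TACC3 wells and 100% = ARNT alone without TACC3; many hits fall short of the cut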
# XiGFP reactiv: reactivates the inactive X chromosome in mouse fibroblasts; AID 743238; activation, % at 7.58 µM; XiGFP mouse fibroblasts, % GFP-positive cells imaging, 3 d; cells co-treated with 5-aza-dC sensitizer; scaled so ellipticine positive control = 100%; 0.055% of 360,000 active;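 active = mean normalized replicate activation at least 10% and every replicate at or above 10%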;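 note: 0% = median of on-plate neutral control wells and 100% = ellipticine 6 µM median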
#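 assay system = SV40-immortalized XiGFP fibroblast cells, line 68-5-11 | buffer or medium = DMEM plus 5-aza-dC sensitizer | doses = single-point pinned compound dosing | times = 3-day compound exposure, then 15 min fixation at room temperature | benchmarks = positive control ellipticine, 6 µM final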
# DENV2 CPE rescue: DENV2-induced cell death inhibition; DENV2-infected cells, cytopathic effect rescue, plate reader; CPE inhibition, % at 9.99 µM; 1.7% of 350,000 active; in the data active = CPE inhibition above about 20%, passing the limit was not always enough; tested in BHK-21 cells;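 note: 0% = median of neutral control wells and 100% = median of positive control wells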
# F508del corr: CFTR F508del correction in bronchial cells. CFBE cells, YFP halide quenching; stimulated with forskolin plus potentiator P3; % fluorescence drop versus neutral controls. activity (quench increase), % at 7.58 µM. 0.36% of 350,000 active. AID 720511;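 active = mean added fluorescence quench of at least 8% versus neutral control, with both replicates also reaching 8%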;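 note: cells transiently co-express mutant CFTR-F508del with the halide-sensitive YFP; corrector assay measuring rescue of mutant channel to the surface after 24 h compound exposure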
# PAX8 inh HTS: inhibitors of PAX8 transcriptional activity in RMG-I cells | RMG-I TPO-luciferase reporter, SteadyGlo, 24 h | inhibition, % at 12.6 µM | 1.2% of 360,000 active | AID 652154;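 active = mean replicate inhibition at least 60% with every replicate also reaching 60%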;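 note: luciferase light reporting Pax8 driven TPO promoter activity; plate controls were median of neutral control wells for no effect and mitoxantrone controls for full effect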
# INS-1E GSIS act: GLuc luminescence reporter in INS-1E cells, primary screen for activators of glucose-dependent secretion of insulin; INS-1E GLuc reporter insulin secretion, 2-3 h; activation, % at 16.6 µM; 0.61% of 370,000 active;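 active = lowest replicate activation of at least 40%, so every replicate reaches that level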;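 note: 0% = median of neutral control wells and 100% = median of IBMX positive control wells; some compounds called inactive have numbers as strong as hits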
# EWS-Fli block: inhibitors of EWS/Fli oncoprotein transcriptional activity. A673 NR0B1-luciferase reporter, viability-normalised. inhibition, % at 12.6 µM. 0.67% of 350,000 active;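 active = mean inhibition of at least 50% after viability correction, with every replicate also passing that limit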;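 note: firefly luciferase signal divided by Alamar Blue viability fluorescence both relative to DMSO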
# Active calls of the source: *; . = no result given; & = joins results of further samples.
# Codes: A = ERp5 block; B = ARNT TACC3 PPI; C = XiGFP reactiv; D = DENV2 CPE rescue; E = F508del corr; F = PAX8 inh HTS; G = INS-1E GSIS act; H = EWS-Fli block
Cc1nc(S(=O)(=O)Cc2ccc(Cl)cc2)nc2c1CCC2
  A: 0.9; B: -5.5; C: 0.0; D: -2.5; E: -0.5; F: 16.0; G: -0.9; H: 8.3
OCCCNc1ncnc2c1cnn2-c1ccc(Cl)cc1
  A: -1.2; B: -8.5; C: -0.1; D: 9.8; E: 1.5; F: -25.8; G: 38.3; H: 26.5
Cc1ccc(C(=O)/C=C/N(C)C)cn1
  A: 3.4; B: 0.4; C: 0.0; D: 4.2; E: -2.1; F: 8.6; G: 7.3; H: -27.1
COc1ccc(S(=O)(=O)N(C)C[C@@H]2OCCCC[C@H](C)Oc3ccc(NS(=O)(=O)c4c(C)noc4C)cc3C(=O)N([C@H](C)CO)C[C@H]2C)cc1
  A: -2.1; B: -0.9; C: -0.1; D: 96.5*; E: -0.3; F: 14.1; G: -15.0; H: -4.9
O=C(Cc1cccs1)NC(c1ccccc1)c1ccccc1
  A: -0.7; B: -7.1; C: 0.0; D: 1.2; E: -4.4; F: -23.5; G: 6.5; H: -9.1
CCc1cccc(NC(=O)Cn2c(=O)n(CCC(=O)NCC3CCCO3)c(=O)c3cc(OC)c(OC)cc32)c1 (configuration not stated)
  A: 2.9; B: -2.6; C: 0.2; D: 2.1; E: -0.4; F: 5.6; G: -12.1; H: -2.3
CCc1ccc(OCC(=O)Nc2ncn[nH]2)cc1
  A: 0.5&23.6; B: -1.3&3.0; C: -0.2; D: 8.1&-4.8; E: 0.1&-1.2; F: -55.1&-11.8; G: .; H: -61.1&-66.2
CC1CCN(C(=O)c2ccc(NC(=O)c3ccccc3)cc2)CC1
  A: 4.8; B: -4.8; C: 0.7; D: 4.8; E: -0.6; F: -29.5; G: -9.7; H: .
CCCN1CCC(C)(C(=O)Nc2cccc(OC(C)C)c2)C1 (configuration not stated)
  A: -3.5; B: .; C: 0.0; D: 12.7; E: -0.6; F: 11.1; G: -6.9; H: -3.6
Nc1ccc(C(=O)OCC(=O)NC(=O)c2ccccc2)cc1[N+](=O)[O-]
  A: -7.5; B: -0.2; C: 0.0; D: -6.6; E: 3.6; F: -0.5; G: 25.4; H: 2.1
c1ccc2c(OCCCN3CCCCCC3)cccc2c1
  A: 5.0; B: -0.4; C: 0.0; D: -2.2; E: 3.1; F: 5.3; G: 17.1; H: 9.0
Cc1ccc(C(=O)Nn2cnnc2)c(Cl)c1
  A: 1.1; B: -2.2; C: 0.1; D: 4.2; E: 4.5; F: 16.3; G: 8.8; H: 4.3
Cc1nnc(SC(C)C(=O)Nc2ccc(N3CCOCC3)cc2)n1Cc1ccccc1 (configuration not stated)
  A: 1.0; B: -1.2; C: 0.4; D: -3.0; E: 0.4; F: -0.2; G: 10.2; H: -5.8
O=c1[nH]c2ccc(Br)cc2c(=O)o1
  A: 0.0; B: .; C: 0.0; D: -1.5; E: 0.4; F: 15.6; G: -8.2; H: 16.1
Cc1ccc(-c2nc(CS(=O)(=O)CC(=O)NC3CCCCCC3)c(C)o2)cc1
  A: -7.1; B: -18.2; C: 0.0; D: -0.8; E: 5.8; F: 4.0; G: -3.3; H: -0.2
C[C@H](CO)N1C[C@H](C)[C@@H](CN(C)C(=O)[C@H](Cc2ccccc2)N(C)C)OCc2ccccc2-c2c(n(C)c3ccccc23)C1=O
  A: -11.9; B: 7.2; C: -0.1; D: -2.6; E: 0.0; F: -12.1; G: 4.7; H: 0.0
C[C@H]1CN([C@@H](C)CO)C(=O)c2ccccc2-c2ccccc2CO[C@H]1CN(C)Cc1ccc2c(c1)OCCN2C
  A: -1.7; B: 1.7; C: 0.1; D: -1.7; E: -1.6; F: 16.4; G: 14.1; H: -7.0
CCOC(=O)COc1ccc2c(=O)c(-c3ccccc3)coc2c1
  A: 2.4; B: -0.9; C: 0.1; D: -2.5; E: -1.0; F: -4.6; G: -0.4; H: 2.5
N/C(=N\OC(=O)CCC1CCCC1)c1ccc(Cl)cc1
  A: -1.8; B: -13.0; C: -0.2; D: 1.4; E: 2.4; F: -12.9; G: 0.5; H: -39.1
CCCCc1c(-c2ccccc2OC)ncn1C(C)c1ccccc1 (configuration not stated)
  A: -2.0; B: .; C: 0.1; D: -8.8; E: 2.3; F: 9.7; G: 91.8*; H: 16.4
CC(NC(=O)CCCc1c[nH]c2ccccc12)c1ccc(F)cc1 (configuration not stated)
  A: -0.5; B: 1.8; C: 0.3; D: 4.4; E: 2.1; F: 27.1; G: -5.5; H: 21.4
O=C(COc1ccccc1Cl)Nc1cccc(S(=O)(=O)NC2=NCCCCC2)c1
  A: 1.4; B: 2.3; C: 0.0; D: -8.8; E: -1.8; F: -2.0; G: 1.5; H: 1.0
C[C@@H]1CCCCO[C@@H](CN(C)C(=O)Nc2cccc3ccccc23)[C@@H](C)CN([C@H](C)CO)C(=O)c2cc(NS(=O)(=O)c3cccs3)ccc2O1
  A: 3.6; B: -4.0; C: -0.6; D: -0.7; E: 1.5; F: 7.1; G: 11.3; H: 1.2
N#Cc1c(-c2ccccc2)cc(-c2ccccc2)nc1SCC(=O)O
  A: 0.6; B: -28.6; C: -0.1; D: 8.0; E: -0.3; F: 22.1; G: -22.7; H: -10.0
COc1ccc(NC(=O)Nc2ccc3c(c2)C(=O)N([C@H](C)CO)C[C@H](C)[C@H](CN(C)S(=O)(=O)c2ccc(F)cc2)OCCCC[C@@H](C)O3)cc1
  A: 2.8; B: -2.5; C: 0.1; D: -6.1; E: 1.1; F: -2.8; G: 15.0; H: -36.1

# Entries of single compounds, quoted from the list. Order of values: ERp5 block, ARNT TACC3 PPI, XiGFP reactiv, DENV2 CPE rescue, F508del corr, PAX8 inh HTS, INS-1E GSIS act, EWS-Fli block
# Shown for O=C(Cc1cccs1)NC(c1ccccc1)c1ccccc1 : -0.7, -7.1, 0.0, 1.2, -4.4, -23.5, 6.5, -9.1
# Shown for CCCCc1c(-c2ccccc2OC)ncn1C(C)c1ccccc1 (configuration not stated) : -2.0, ., 0.1, -8.8, 2.3, 9.7, 91.8*, 16.4

# The listing picks up, repeating the 4 entries before the break.
# Codes: A = ERp5 block; B = ARNT TACC3 PPI; C = XiGFP reactiv; D = DENV2 CPE rescue; E = F508del corr; F = PAX8 inh HTS; G = INS-1E GSIS act; H = EWS-Fli block
O=C(COc1ccccc1Cl)Nc1cccc(S(=O)(=O)NC2=NCCCCC2)c1
  A: 1.4; B: 2.3; C: 0.0; D: -8.8; E: -1.8; F: -2.0; G: 1.5; H: 1.0
C[C@@H]1CCCCO[C@@H](CN(C)C(=O)Nc2cccc3ccccc23)[C@@H](C)CN([C@H](C)CO)C(=O)c2cc(NS(=O)(=O)c3cccs3)ccc2O1
  A: 3.6; B: -4.0; C: -0.6; D: -0.7; E: 1.5; F: 7.1; G: 11.3; H: 1.2
N#Cc1c(-c2ccccc2)cc(-c2ccccc2)nc1SCC(=O)O
  A: 0.6; B: -28.6; C: -0.1; D: 8.0; E: -0.3; F: 22.1; G: -22.7; H: -10.0
COc1ccc(NC(=O)Nc2ccc3c(c2)C(=O)N([C@H](C)CO)C[C@H](C)[C@H](CN(C)S(=O)(=O)c2ccc(F)cc2)OCCCC[C@@H](C)O3)cc1
  A: 2.8; B: -2.5; C: 0.1; D: -6.1; E: 1.1; F: -2.8; G: 15.0; H: -36.1
CC1(C2CC2)NC(=O)N(CC(=O)NCc2ccc(Cl)cc2Cl)C1=O (configuration not stated)
  A: 0.5; B: -13.7; C: 0.6; D: 1.7; E: 3.0; F: -5.4; G: 9.2; H: 2.3
O=C(CC1C[C@H](C(=O)N2CCCCC2)[C@@]2(CCc3ccccc3)c3[nH]c4ccccc4c3CCN2C1=O)NCCCn1ccnc1 (some centres not stated)
  A: -4.8; B: 15.2; C: -0.2; D: -5.4; E: 3.9; F: 10.2; G: 2.5; H: 10.4
O=C(Nc1ccc(F)cc1)N[C@@H]1CC[C@H](CC(=O)N2CCCCC2)O[C@H]1CO
  A: 3.8; B: .; C: 0.5; D: 7.5; E: -0.9; F: -4.6; G: 7.0; H: 6.4
COCC(=O)N1[C@H](CO)[C@@H](c2ccccc2)C12CN(C(=O)c1cccnc1)C2
  A: 2.4; B: .; C: 0.3; D: -9.2; E: 0.4; F: .; G: 13.4; H: 1.0
O=C(Nc1ccc(C2=CN(Cc3ccccc3)CCC2=O)cc1)OCc1ccccc1
  A: -3.0; B: 19.7; C: 0.1; D: -5.4; E: 2.1; F: -22.5; G: 5.8; H: -10.0
Clc1ccc(-c2nnc(-c3ccccc3)nc2-c2c[nH]c3ccccc23)cc1
  A: -1.8; B: -2.8; C: 0.0; D: -1.8; E: -1.8; F: 33.3; G: 0.2; H: 10.2
COc1ccc(CN(C)C[C@@H]2OCCCC[C@@H](C)Oc3ccc(NS(=O)(=O)c4ccc(Cl)cc4)cc3C(=O)N([C@@H](C)CO)C[C@@H]2C)cc1
  A: 1.2; B: 5.8; C: 0.0; D: 11.2; E: 3.5; F: 6.2; G: -21.5; H: 3.7
C=CCn1c(NCc2cc(C)ccc2O)nc2ccccc21
  A: 2.7; B: 2.0; C: 0.0; D: -3.3; E: -2.7; F: -4.7; G: .; H: 0.6
Cc1c(C(=O)c2ccccc2)oc2ccc3ccccc3c12
  A: 4.0; B: 4.1; C: 0.1; D: -5.0; E: -0.5; F: -50.3; G: -13.7; H: -88.1
OC[C@@H]1[C@@H](c2ccc(C#CC3(O)CCCC3)cc2)[C@@H]2CN(Cc3cncnc3)CCCCN12
  A: -0.2; B: -1.3; C: 0.0; D: -3.4; E: 0.5; F: 8.0; G: 3.0; H: -9.9
Nc1c(-c2ccccc2)c(CSc2nc3ccccc3[nH]2)nn1-c1cccc(C(=O)O)c1
  A: -1.8; B: 4.0; C: 0.2; D: 6.9; E: .; F: -22.3; G: -1.0; H: 16.0
O=C1CC2(CCCC2)C(=O)N1CN1CCN(S(=O)(=O)c2ccc(Cl)c(Cl)c2)CC1
  A: -6.5; B: -7.5; C: 0.4; D: -12.7; E: 4.2; F: -2.8; G: 25.4; H: 1.3
C[C@@H]1CCCCO[C@H](CN(C)Cc2ccc(Cl)c(Cl)c2)[C@@H](C)CN([C@@H](C)CO)C(=O)c2cc(NC(=O)Nc3ccc(C(F)(F)F)cc3)ccc2O1
  A: -3.0; B: 20.8; C: 0.0; D: -1.8; E: 3.0; F: 94.7*; G: 13.2; H: -0.1
Nc1nc(N)c(Br)c(Nc2ccc(Cl)c(Cl)c2)n1
  A: 2.9; B: -7.1; C: 0.0; D: -8.2; E: 3.0; F: 9.6; G: 11.2; H: 10.5
C[C@@H]1CN([C@@H](C)CO)C(=O)Cc2cc(NC(=O)NC3CCCCC3)ccc2O[C@@H]1CN(C)S(C)(=O)=O
  A: -1.2; B: -4.6; C: 0.0; D: 0.3; E: -4.2; F: 3.6; G: 6.6; H: 4.2
COc1ccccc1NC(=O)NN1CCCCC1
  A: -0.5; B: -10.5; C: 0.2; D: 1.2; E: 2.0; F: -16.7; G: 14.6; H: -8.4
COc1ccc2oc(C(=O)NC3(C)CCS(=O)(=O)C3)c(C)c2c1 (configuration not stated)
  A: 3.3; B: -2.7; C: 0.2; D: 5.2; E: 2.9; F: -32.2; G: 21.5; H: -9.8
CNC(=S)N1N=C2c3ccccc3CCC2C1c1ccccc1Cl (configuration not stated)
  A: 4.6; B: -6.2; C: 0.0; D: -4.1; E: 0.1; F: 3.3; G: 4.2; H: 8.7
O=C(Nc1nc2nccc(-c3ccccc3)n2n1)c1ccccc1
  A: 2.4; B: -4.0; C: 0.1; D: -1.3; E: -0.4; F: -143.7; G: 9.2; H: -91.7
C[C@H]1CN([C@@H](C)CO)C(=O)c2cc(Br)cnc2O[C@H]1CN(C)S(=O)(=O)c1ccccc1F
  A: 1.1; B: .; C: 0.0&0.1; D: -14.1&-8.6; E: -1.1&-0.1; F: 1.0; G: 3.3&11.9; H: -2.4&-4.9
